Compound activity from PubChem.
Shiga toxin inh – A qHTS for Small Molecule Inhibitors of Shiga Toxin; inhibition, % at 38.7 µM; Vero cells, Shiga toxin protein synthesis inhibition reporter; 290,000 tested, 9.2% active; in the data active means inhibition mostly above about 28%, no sharp cut-off; inactive means mostly below about 43%; further: 0% is about no effect
Sm TGR inh – qHTS Assay for the Inhibitors of Schistosoma Mansoni Peroxiredoxins; purified TGR, DTNB reduction, TNB absorbance 405 nm; Schistosoma mansoni thioredoxin glutathione reductase (TGR), Q962Y6; 360,000 tested, 3% active; Potency, µM (highest dose often 114 µM), for the others: at the top dose activity change, negative = inhibition, hits mostly inhibitors; further: potency means the concentration at half of the fitted maximal effect; on the % scale 0 is the no-effect control and ±100 the full control effect; nearly all actives have a fitted effect of over 60% in size
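Kinetic colorimetric format: TGR-catalysed, NADPH-driven DTNB reduction monitored via TNB absorbance. Enzyme dispensed at 20 nM; compound exposure 15 min at room temperature before reaction start.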
CHX counter – Cycloheximide Counterscreen for Small Molecule Inhibitors of Shiga Toxin | cell reporter, cycloheximide protein synthesis inhibition counterscreen | max response, % | 300,000 tested, 12% active; in the data active means max response mostly above about 13%, no sharp cut-off; inactive means mostly below about 14%; further: read at 38.3 µM for the half of the compounds with a filed dose; 0% is about no effect
Giardia FBPA inh – qHTS Assay for Inhibitors of Fructose-1,6-bisphosphate Aldolase from Giardia Lamblia | A8B2U2 | purified Giardia FBPA | Potency, µM (doses to about 59.6 µM), inactives show at the highest dose activity, negative = inhibition, most hits filed as inhibitors | 290,000 tested, 0.71% active; further: potency means the concentration at half of the fitted maximal effect; on the % scale 0 is the no-effect control and ±100 the full control effect; nearly all actives have a fitted effect of over 55% in size
Target sequence (A8B2U2 whole entry, looked up): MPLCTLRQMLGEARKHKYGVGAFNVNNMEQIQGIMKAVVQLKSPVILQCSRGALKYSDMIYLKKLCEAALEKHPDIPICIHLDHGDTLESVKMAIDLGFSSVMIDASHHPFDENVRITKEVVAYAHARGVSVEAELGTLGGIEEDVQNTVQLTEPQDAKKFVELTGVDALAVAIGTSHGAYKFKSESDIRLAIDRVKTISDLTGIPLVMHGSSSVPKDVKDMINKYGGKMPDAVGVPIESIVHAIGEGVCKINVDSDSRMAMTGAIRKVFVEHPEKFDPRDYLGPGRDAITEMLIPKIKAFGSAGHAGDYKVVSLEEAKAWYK
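40 nM FBPA preincubated 10 min at RT with compound (up to 57.5 uM final), then substrate plus GAPDH/TPI/NAD/arsenate coupling and diaphorase/resazurin added. Fluorescence read after 20 min at RT, 525/598 nm.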
Pf growth 96h – Primary qHTS for delayed death inhibitors of the malarial parasite plastid, 96 hour incubation. P. falciparum luciferase reporter growth, 96 h. Potency, µM (doses to about 28.7 µM), for the others: at the highest dose activity change, negative = inhibition, most hits filed as inhibitors. 320,000 tested, 6.9% active; further: potency means the concentration at half of the fitted maximal effect; on the % scale 0 is the no-effect control and ±100 the full control effect
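P. falciparum expressing integrated firefly luciferase, in erythrocytes at 2% hematocrit, 0.05% parasitemia, incubated with compounds 96 h at 37 C, 5% CO2. Growth inhibition read as loss of luminescence; two-generation exposure targets delayed-death apicoplast inhibitors.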
Pf growth 48h – Primary qHTS for delayed death inhibitors of the malarial parasite plastid, 48 hour incubation. P. falciparum luciferase growth in erythrocytes, 48 h. Potency, µM (highest dose often 28.7 µM), without a hit: top-dose activity change, negative = inhibition, usual class: inhibitors. 310,000 tested, 5.9% active. AID 504832, 2011; further: potency means the concentration at half of the fitted maximal effect; on the % scale 0 is the no-effect control and ±100 the full control effect
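Here the parasites carry a stable luciferase gene and grow inside erythrocytes in Albumax-based RPMI medium with compound for one erythrocytic cycle. Activity is scored as loss of luminescent signal.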
* hit, by the source's call; ? = inconclusive; / = no result given; & = joins results of further samples; [ ] = dose if it differs, or a comment. Unless noted, the call rests on the fitted dose curve; in most records, active means well fitted curve in the direction sought with a large enough effect; inconclusive means small, poorly fitted or top-dose-only effect, or another doubt; inactive means no such curve, though single readings can be large; an effect the other way counts as inactive or inconclusive. This is a random part of the collection; overall some 24% were active at least once.

#	SMILES	Shiga toxin inh	Sm TGR inh	CHX counter
1	O=C1C(c2ccccc2)NC(=S)N1C1CCCCC1 (configuration not stated)	41	-22%	0
2	O=C1CCCN1c1ccc(S(=O)(=O)Oc2cccc(Cl)c2)cc1[N+](=O)[O-]	37	-12%	3
3	O=C(COc1ccccc1Cl)NNC(=O)c1ccc2c(=O)n3c(nc2c1)CCC3	/	-2%	/
4	CC1=C(C(=O)OCC2CCCCC2)C(c2ccc(F)cc2)NC(=O)N1 (configuration not stated)	-8	27%	-2
5	O=C(O)c1ccc(/C=C/c2nc3sc4c(c3c(=O)[nH]2)CCC4)cc1	-13	-1%	-1
6	CCc1ccc(/C=C(\Cl)c2nc3cc(Cl)ccc3c(=O)[nH]2)cc1	-1	6%	-2
7	c1ccc(-n2cc(CN3CCCC(CN4CCCC4)C3)c(-c3ccc4c(c3)OCO4)n2)cc1 (configuration not stated)	25	0%	-4
8	Cc1ccc(S(=O)(=O)N2CCN(S(=O)(=O)N3CCOCC3)CC2)cc1C	-11	-4%	1

#	Giardia FBPA inh	Pf growth 96h	Pf growth 48h
1	11%	?	8%
2	1%	?	-8%
3	/	-28%	-27%
4	-1%	1%	29%
5	4%	1%	0%
6	1%	40%[activator]	-2%
7	3%	44%	?
8	1%	?	/

Further entries follow.
#	SMILES	Shiga toxin inh	Sm TGR inh	CHX counter
9	Cc1nc2c(C(=O)N3CCCC3)cnn2c(C)c1Cc1c(F)cccc1Cl	-15	-18%	4
10	Cc1ccc(S(=O)(=O)NCCC(=O)OCC(=O)N(C)c2ccccc2)cc1	/	-28%	/
11	NC(=S)N=Nc1c(O)[nH]c2ccc(F)cc12	-9	-17%	-2
12	CCOC(=O)c1c(NC(=O)CSc2nncn2C)sc(C)c1C	10	6%	1
13	Cc1cc(NCCCOC(C)C)n2c(nc3ccccc32)c1C#N	/	-18%	1
14	CCOC(=O)C(C)c1c(C)[nH]c(=S)[nH]c1=O (configuration not stated)	-20	-20%	-4
15	COc1ccc(C2C(C#N)=C(N)Oc3cc4c(cc32)OCO4)cc1 (configuration not stated)	-7	2%	2
16	COC(=O)C1=C(C)N(Cc2ccco2)C(=O)N[C@H]1c1cccc(C(F)(F)F)c1	-16	?	-3

#	Giardia FBPA inh	Pf growth 96h	Pf growth 48h
9	7%	16%	/
10	/	?	?
11	-15%	?	-5%
12	-1%	29%	/
13	10%	-6%	5.2µM*
14	-19%	/	-4%
15	-24%	15%	?
16	3%&0%	?	-13%

Later entries:
#	SMILES	Shiga toxin inh	Sm TGR inh	CHX counter
17	CCn1nnnc1SCC(=O)c1ccc(C)cc1	121*	-10%	38*
18	CC1CCCC(NC(=O)COC(=O)CCSc2ccccc2)C1C (configuration not stated)	4	5%	-2
19	O=C(c1cc2ccccc2oc1=O)N(Cc1ccccc1F)C1CCS(=O)(=O)C1 (configuration not stated)	60*	-15%	31*
20	CC(=O)c1ccc(N2CCN(C(=O)COc3ccc4c(c3)CCC4)CC2)cc1	-7	5%	-4
21	Cc1oc(CC(C)C)c(CN)c1C(=O)O	-6	-24%	-2
22	O=C(Nc1ccc(Cl)cc1)Nc1nnc(CSc2ccc(Cl)cc2)s1	-3	2%	8
23	COc1ccc(C)cc1NC(=O)COC(=O)C1CCN(C(=O)c2ccc(Cl)cc2)CC1	17	-2%	-2
24	Cc1ccc(-c2nc3scc(CCNS(=O)(=O)c4ccc(Oc5ccccc5)cc4)n3n2)cc1	-14	-2%	-8

#	Giardia FBPA inh	Pf growth 96h	Pf growth 48h
17	2%	-43%	122%[activator]
18	0%	-1%	13%
19	3%	5.2µM*	19%
20	/	0%	-26%
21	-13%	5%	/
22	0%	?	13%
23	-2%	-8%[5.75 µM]	-1%
24	/	/	/

Next part.
#	SMILES	Shiga toxin inh	Sm TGR inh	CHX counter
25	Cc1ccc(S(=O)(=O)C2(C(=O)NC3CCCC3)CC2)cc1	1	23%	0
26	O=C(O)c1cccc(NC(=O)c2cn(-c3ccccc3)nc2-c2ccc(F)cc2)c1	/	2%	6
27	Cc1cc(C)nc(SCc2cn3c(C)cc(C)nc3n2)n1	2	-6%	1
28	CC(=O)N1CCCC(C(=O)c2ccc(Oc3ccccc3)cc2)C1 (configuration not stated)	57*	0%	34*
29	COc1ccc(Br)cc1S(=O)(=O)N1CCN=C1C	-14	-22%	-2
30	Cc1ccc(C(=O)COC(=O)c2cccs2)cc1	-2	-5%	11
31	COc1ccc(C(=O)C2CCCN(Cc3c(C)[nH]c4ccccc34)C2)c(OC)c1 (configuration not stated)	-4	35µM*	-1
32	COC(=O)[C@@H](NC(=O)NCc1ccc(F)cc1)C(C)C	-14	4%	-2

#	Giardia FBPA inh	Pf growth 96h	Pf growth 48h
25	8%	-6%	?
26	3%	?	38%[activator]
27	-17%	?	?
28	-9%	?	-18%
29	-6%	7%	5%
30	5%	102%[activator]	363%[activator]
31	-5%	?	?
32	3%	-20%	/

The results go on.
#	SMILES	Shiga toxin inh	Sm TGR inh	CHX counter
33	O=C(Cn1c(=S)nc2ccccn21)N1CCc2ccccc2C1	38	-31%	22*
34	CN(C)C(=O)NC1C=CS(=O)(=O)C1 (configuration not stated)	-7	-1%	-2
35	Cn1c(SCC(=O)Nc2ccc(Cl)cc2)nnc1C1CC1	25	4%	3
36	O=C(/C=C/c1c(Cl)cccc1Cl)Nc1ccncc1	36	-3%	13*
37	COc1ccc(OCC(=O)N2CCN(C(=O)Cc3ccccc3)CC2)cc1	-2	-2%	-1
38	CCC(C)c1ccc(NC(=O)NCc2cccnc2)cc1 (configuration not stated)	14	8%	26*
39	[N-]=[N+]=CC(=O)OCC(N)C(=O)O (configuration not stated)	/	/	/
40	Cc1ccccc1CSc1ccc(-c2ccc3c(c2)OCO3)nn1	82*	2%	49*

#	Giardia FBPA inh	Pf growth 96h	Pf growth 48h
33	-9%	265%[activator]	75%[activator]
34	5%	12%	17%
35	-6%	?	-1%
36	0%	?	/
37	-5%	/	0%
38	-7%	18%	-7%
39	-19%	?	-6%
40	-1%	103%[activator]	65%[activator]

Additional records:
#	SMILES	Shiga toxin inh	Sm TGR inh	CHX counter
41	CCOC(=O)C1CCN(C(=O)c2cc3cc(Br)ccc3oc2=O)CC1	6	7%	-7
42	CCCN(C(=O)CSCc1ccccc1C)c1c(N)n(Cc2ccccc2)c(=O)[nH]c1=O	/	4%	/
43	O=C(CSc1nc2c(c(=O)[nH]1)CN(Cc1ccc(F)cc1)CC2)Nc1ccc(F)cc1	4	3%	-2
44	CN1C2CCC1/C(=C\c1ccccc1)C(=O)/C2=C\c1ccccc1	-8	-7%	15
45	CCOC(=O)Cc1csc(NC(=O)COc2ccccc2)n1	-5	6%	-2
46	CC1CCN(c2c(NCC3CCC(C(=O)NCc4ccc(F)cc4)CC3)c(=O)c2=O)CC1 (configuration not stated)	2	-5%	1
47	CCN(C(=O)COC(=O)CNC(=O)c1ccc(C)s1)c1ccccc1	2	0%	2
48	COc1ccc(C2=NOC(C(=O)Nc3ccc4c(c3)OCCO4)C2)cc1OC (configuration not stated)	18	32µM*	11

#	Giardia FBPA inh	Pf growth 96h	Pf growth 48h
41	0%	40%	5%
42	/	-4%	?
43	9%	-26%	4%
44	1%	?	1µM*
45	3%	12%	-15%
46	3%	?	?
47	7%	11%	-4%
48	5%	?	?

Next section:
#	SMILES	Shiga toxin inh	Sm TGR inh	CHX counter
49	CCc1nnc(NC(=O)CSc2nnc(COc3cccc(C)c3)o2)s1	17	17%	9
50	CCOC(=O)NN1C(=O)c2ccccc2NC12CCCC2	16	-1%	-2
51	O=C(CC(=O)Nc1ccccc1[N+](=O)[O-])Nc1ccccc1[N+](=O)[O-]	-12	89µM*	-1
52	Cc1ccc(OC(=O)CCNC(=O)c2ccccc2Cl)c(Br)c1	/	-9%	/
53	CC/C(=N\N1CCCCC1)c1c(O)[nH]c(=O)[nH]c1=O	17	2%	-2
54	COc1ccccc1-c1nnc(SCC(=O)Nc2cc(C)on2)o1	18	5%	3
55	CC(C)(C)NC[C@H](O)COc1cccc2c1CCCC2=O	/	3%	/
56	Nc1[nH]c(=O)[nH]c(=O)c1N=Nc1ccccc1Cl	14	-17%	17

#	Giardia FBPA inh	Pf growth 96h	Pf growth 48h
49	18%	64%[activator]	16%
50	1%	?	8%
51	6%	8%	9%
52	/	33%[activator]	-19%
53	0%	0%	10%
54	2%	13µM*	-1%
55	-1%&-5%[21.7 µM]	1%	-78%
56	-3%	41%[activator]	-6%

In a second layout: 4 of the compounds above
50: CCOC(=O)NN1C(=O)c2ccccc2NC12CCCC2
- Shiga toxin inh = 16
- Sm TGR inh = -1%
- CHX counter = -2
- Giardia FBPA inh = 1%
- Pf growth 96h = ?
- Pf growth 48h = 8%
51: O=C(CC(=O)Nc1ccccc1[N+](=O)[O-])Nc1ccccc1[N+](=O)[O-]
- Shiga toxin inh = -12
- Sm TGR inh = 89µM*
- CHX counter = -1
- Giardia FBPA inh = 6%
- Pf growth 96h = 8%
- Pf growth 48h = 9%
52: Cc1ccc(OC(=O)CCNC(=O)c2ccccc2Cl)c(Br)c1
- Shiga toxin inh = /
- Sm TGR inh = -9%
- CHX counter = /
- Giardia FBPA inh = /
- Pf growth 96h = 33%[activator]
- Pf growth 48h = -19%
53: CC/C(=N\N1CCCCC1)c1c(O)[nH]c(=O)[nH]c1=O
- Shiga toxin inh = 17
- Sm TGR inh = 2%
- CHX counter = -2
- Giardia FBPA inh = 0%
- Pf growth 96h = 0%
- Pf growth 48h = 10%

The list goes on:
#	SMILES	Shiga toxin inh	Sm TGR inh	CHX counter
57	CCCn1c(=O)c(C(=O)Nc2ccccc2C(=O)OCC)c(O)c2ccccc21	-4	-24%	-2
58	Cc1nn(CC(=O)N2CCN(c3ccccc3)CC2)c(=O)c2cccn12	-4	-5%&-9%	0
59	CCN(CCn1cccn1)Cc1cn[nH]c1-c1cccc2ccccc12	7	-7%	-2
60	O=C(CCCOc1ccccc1)NCc1ccco1	27	9%	8
61	O=S(=O)(Nc1ccc2ccccc2n1)c1ccccc1Cl	-4	3%	-5
62	O=C(O)C1CC1C(=O)N1CCN(c2ccc(Cl)c(Cl)c2)CC1 (configuration not stated)	-14	3%	-5
63	Cc1ccc(NS(=O)(=O)c2ccc(C(=O)N3CCN(c4ncccn4)CC3)cc2)cc1	16	-3%	-2
64	O=C(CCc1ccccc1)NNC(=O)Cc1ccc(Cl)cc1	-8	-12%	-4
65	COC(=O)c1sc(-c2cccs2)cc1N	47*	7%	40*
66	CC(=O)NC(Cc1cc(C)ccc1C)C(=O)N1CCN(C(=O)c2ccc([N+](=O)[O-])cc2)CC1 (configuration not stated)	24	-2%	-2

#	Giardia FBPA inh	Pf growth 96h	Pf growth 48h
57	-4%	-30%	29%
58	-2%	49%[activator]	1%
59	-1%	3%	-19%
60	6%	-7%	17%
61	/	-11%	73%[activator]
62	5%	19%	/
63	11%	-25%	-14%
64	6%	6%	7%
65	1%	61%[activator]	85%[activator]
66	9%	?	2%
